# Screening results as filed in PubChem BioAssay.
# MEP2 TOR yeast: modulators of TOR pathway MEP2-GFP in S. cerevisiae | S. cerevisiae MEP2-GFP strain, flow cytometry GFP, 3 h; 100% = DMSO control level | GFP response vs DMSO, % at 10 µM | 0.51% of 330,000 active;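 active = GFP response versus DMSO above a set limit, roughly screen mean plus 3 SD, cut at about 180% in these data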;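 also: median GFP fluorescence of the barcode-gated MEP2-GFP cells per well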
# AGP1-GFP MLPCN: modulators of TOR pathway AGP1-GFP in S. cerevisiae; S. cerevisiae AGP1-GFP multiplex flow cytometry, 3 h; GFP as percent of DMSO wells; GFP response vs DMSO, % at 10 µM; 0.02% of 320,000 active; AID 2066;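 active = GFP response relative to DMSO above a set limit, near screen average plus 3 SD, cut at about 150% in these data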;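 also: median GFP channel fluorescence of the gated AGP1 strain per well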
# LAP4 TOR yeast: modulators of TOR pathway LAP4-GFP in S. cerevisiae; S. cerevisiae LAP4-GFP multiplex, flow cytometry GFP, 3 h; median GFP as percent of DMSO wells; GFP response vs DMSO, % at 10 µM; 0.34% of 320,000 active; AID 2023;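 active = GFP response vs DMSO above a set limit, about the screen mean plus 3 SD, cut at about 150% in these data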
# AHR act: activators of human aryl hydrocarbon receptor; AHR-responsive luciferase reporter cells, luminescence; 2.5% of 320,000 active; P35869; activation, % at 5 µM; AID 2796; in the data active = activation above about 47%;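 also: 0% = vehicle wells and 100% = reference agonist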
# Target sequence (P35869 whole entry, looked up): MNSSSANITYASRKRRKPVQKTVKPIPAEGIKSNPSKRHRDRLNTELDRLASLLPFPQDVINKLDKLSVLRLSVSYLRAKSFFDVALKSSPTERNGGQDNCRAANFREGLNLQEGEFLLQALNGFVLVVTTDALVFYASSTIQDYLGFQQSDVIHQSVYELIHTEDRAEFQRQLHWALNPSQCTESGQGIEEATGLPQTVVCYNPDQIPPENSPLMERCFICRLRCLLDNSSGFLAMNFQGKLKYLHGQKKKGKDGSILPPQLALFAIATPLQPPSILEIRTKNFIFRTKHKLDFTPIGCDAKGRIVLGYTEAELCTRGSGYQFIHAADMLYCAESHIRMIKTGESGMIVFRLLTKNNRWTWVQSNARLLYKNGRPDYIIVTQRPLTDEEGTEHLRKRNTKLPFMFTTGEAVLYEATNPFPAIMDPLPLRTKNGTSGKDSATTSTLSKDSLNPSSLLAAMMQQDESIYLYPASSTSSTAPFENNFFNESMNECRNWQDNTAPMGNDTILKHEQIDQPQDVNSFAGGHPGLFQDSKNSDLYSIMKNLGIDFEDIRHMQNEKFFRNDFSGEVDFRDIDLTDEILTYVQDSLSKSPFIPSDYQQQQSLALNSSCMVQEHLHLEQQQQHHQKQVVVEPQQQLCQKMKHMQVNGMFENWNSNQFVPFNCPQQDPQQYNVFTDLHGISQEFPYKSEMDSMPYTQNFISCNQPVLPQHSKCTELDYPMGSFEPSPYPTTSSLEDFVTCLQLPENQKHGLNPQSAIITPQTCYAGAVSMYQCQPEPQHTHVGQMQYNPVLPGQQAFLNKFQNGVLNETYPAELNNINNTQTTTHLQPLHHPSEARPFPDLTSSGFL
# RPL19A-GFP yeast: yeast TOR pathway RPL19A-GFP modulation | S. cerevisiae RPL19A-GFP strain, flow cytometry, 3 h; stronger effect = lower value | percent response vs DMSO, % at 10 µM | 0.3% of 330,000 active;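 active = percent response vs DMSO below 50%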;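 also: median channel GFP fluorescence of the barcoded RPL19A-GFP strain; ratio of sample median GFP to plate DMSO average so 100% = DMSO; lower means less RPL19A-GFP as with rapamycin TOR inhibition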
# procasp3 activ: activators of human procaspase-3; P42574; recombinant procaspase-3 D3A, Ac-DEVD-pNA absorbance 405 nm; 0.11% of 330,000 active; activation, % at 8.5 µM;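 active = activation above the mean of all tested compounds plus 3 SD, cut at about 21% in these data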;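 also: 0% = DMSO alone and 100% = DMSO wells spiked with extra 5 µM PC-3 D3A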
#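 Test system: Procaspase-3 D3A mutant; medium: Zinc-free HEPES/NaCl buffer with 0.01% Triton X-100 at pH 7.4; reagent: DEVD-pNA substrate; doses: one concentration, 8.5 µM nominal, 0.8% DMSO; times: 1 h preincubation plus 2 h reaction at 25 °C; signal: Epi-absorbance at 405 nm of released p-nitroaniline, 0 and 120 min; replicates: singlicate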
# CIT2 TOR yeast: yeast TOR pathway CIT2-GFP modulation; S. cerevisiae CIT2-GFP strain, flow cytometry, 3 h; 100 means same as DMSO wells; 0.065% of 320,000 active; GFP response vs DMSO, % at 10 µM;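 active = GFP response relative to DMSO above a set limit, near the screen mean plus 3 SD, cut at about 150% in these data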;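 also: ratio of well median GFP fluorescence to mean of DMSO wells on the plate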
# proCasp7 act: counter-screen: procaspase-7 (human) activation | P55210 | recombinant procaspase-7, Ac-DEVD-pNA absorbance 405 nm; D23A/D198A/D206A triple mutant, cannot self-cleave; scale: DMSO 0, 5 µM enzyme 100 | activation, % at 8.5 µM | 0.093% of 330,000 active | AID 463210;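 active = percent activation above the screen-wide mean plus 3 SD, cut at about 25% in these data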
# Target sequence (P55210 whole entry D23A/D198A/D206A): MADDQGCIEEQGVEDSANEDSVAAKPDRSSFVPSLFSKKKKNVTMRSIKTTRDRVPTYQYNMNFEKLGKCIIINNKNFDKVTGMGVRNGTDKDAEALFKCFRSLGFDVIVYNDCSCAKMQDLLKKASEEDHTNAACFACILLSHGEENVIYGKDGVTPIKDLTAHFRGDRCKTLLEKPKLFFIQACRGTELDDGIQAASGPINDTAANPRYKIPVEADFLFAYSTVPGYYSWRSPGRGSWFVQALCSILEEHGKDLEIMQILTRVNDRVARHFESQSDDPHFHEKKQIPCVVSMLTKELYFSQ
#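 Material: Procaspase-7 triple mutant (PC-7 D3A) | Quantity: 2 µM procaspase-7 mutant as dispensed | Reagent: DEVD-pNA substrate | Times: 1 h preincubation, 2 h reaction | Technique: 405 nm absorbance of p-nitroaniline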
# * hit, by the source's call; . = no result given.
[1] O=S(=O)(Oc1ccccc1)c1cccnc1
[2] CCC1Oc2ccccc2N(CC(=O)NCc2cccs2)C1=O (configuration not stated)
[3] COc1ccc(-c2nnc(SCC(=O)Oc3ccc(C)cc3)o2)cc1
[4] O=C(NCCOc1ccc(F)cc1)C1CCC(=O)N(CCN2CCOCC2)C1 (configuration not stated)
[5] CSc1nc(N)nc(SCC(=O)CC(=O)OC(C)C)c1C#N
[6] CCOC(=O)c1sc(=S)n(-c2cc(OC)ccc2OC)c1N
[7] C/C(=N\N1CCN(c2ccc(Cl)cc2)CC1)c1cccs1
[8] CN=C(NC1CCCCC1)c1ccc(Cl)cc1
assay / entry,1,2,3,4,5,6,7,8
MEP2 TOR yeast,101,90,109,104,101,100,79,94
AGP1-GFP MLPCN,105,97,102,96,97,105,81,95
LAP4 TOR yeast,104,93,107,98,100,116,76,95
AHR act,-2,0,-14,28,-2,7,-3,1
RPL19A-GFP yeast,99,92,98,103,101,100,90,98
procasp3 activ,-5,3,3,-5,-9,-6,6,1
CIT2 TOR yeast,102,93,99,99,91,110,88,91
proCasp7 act,2,1,-8,4,-8,-8,0,2

[9] Cn1c(SCC(=O)c2cc3ccccc3o2)nnc1-c1ccccc1
[10] O=C1NC2=C(C(=O)c3ccccc32)C(c2ccccc2)N1 (configuration not stated)
[11] COc1ccc(C(=O)Nc2ccc3c(c2)OCO3)cc1OC
[12] COc1ccc(-c2c(-c3cc(OC)cc(OC)c3)n(C)c3ccc(-c4ccc(SC)cc4)cc23)cc1
[13] O=C1CSCC(=O)N1c1ccccc1
[14] O=C(Nc1cccc(Cl)c1)Nc1ccnc(-c2cccnc2)n1
[15] Cc1ccc(Nc2ccccc2)cc1
[16] CCOC(=O)N1CCN(C(=O)c2cc(Cl)c(Cl)cc2C(=O)O)CC1
assay / entry,9,10,11,12,13,14,15,16
MEP2 TOR yeast,102,97,106,94,109,111,82,102
AGP1-GFP MLPCN,100,103,108,98,105,100,90,101
LAP4 TOR yeast,104,94,103,90,110,105,85,102
AHR act,7,2,19,-1,2,148*,1,0
RPL19A-GFP yeast,100,100,100,94,101,103,79,99
procasp3 activ,-10,4,8,-1,6,-4,6,0
CIT2 TOR yeast,96,97,103,99,108,107,69,97
proCasp7 act,-8,-4,-14,6,15,0,-9,-1

[17] CN1CCN(C(=O)c2cnn3c(C(F)F)cc(C4CC4)nc23)CC1
[18] Cc1cccc(Cn2cnc3c(sc4nc(C)cc(C)c43)c2=O)c1
[19] CCn1c(COc2ccccc2)nnc1SCC(=O)Nc1ccc(N2CCOCC2)cc1
[20] Cc1cc(C)cc(OCC(=O)OC(C)C(=O)Nc2ccc(Cl)cn2)c1 (configuration not stated)
[21] CCOC(=O)CC1C(=O)NCCN1C(=S)NC(=O)c1ccccc1OC (configuration not stated)
[22] COc1ccc(NC(=O)CNC(=O)c2cccs2)cc1Cl
[23] O=C(N[C@@H]1C/C=C\C[C@H](CC(=O)N(CCO)Cc2ccccc2)C(=O)NC[C@@H](c2ccccc2)OC1=O)OCC1c2ccccc2-c2ccccc21
[24] CCOc1ccc(Cn2c3ccc(OC)cc3c3nc4ccccc4nc32)cc1
assay / entry,17,18,19,20,21,22,23,24
MEP2 TOR yeast,107,100,99,96,96,104,92,97
AGP1-GFP MLPCN,102,98,107,112,97,107,97,97
LAP4 TOR yeast,101,97,92,113,102,108,93,100
AHR act,4,-2,5,1,8,-2,1,2
RPL19A-GFP yeast,100,101,100,104,96,101,95,100
procasp3 activ,8,-11,3,4,-9,5,3,-5
CIT2 TOR yeast,117,95,106,99,89,104,100,92
proCasp7 act,-2,9,-1,1,-1,4,0,5

# From no. 23 as far as 24, copied from above:
[23] O=C(N[C@@H]1C/C=C\C[C@H](CC(=O)N(CCO)Cc2ccccc2)C(=O)NC[C@@H](c2ccccc2)OC1=O)OCC1c2ccccc2-c2ccccc21
[24] CCOc1ccc(Cn2c3ccc(OC)cc3c3nc4ccccc4nc32)cc1
assay / entry,23,24
MEP2 TOR yeast,92,97
AGP1-GFP MLPCN,97,97
LAP4 TOR yeast,93,100
AHR act,1,2
RPL19A-GFP yeast,95,100
procasp3 activ,3,-5
CIT2 TOR yeast,100,92
proCasp7 act,0,5

# Further records:
[25] CCNC(=O)CN(C1CCCCC1)S(=O)(=O)c1ccc(F)cc1
[26] O=C(CSc1nccc(-c2cccs2)n1)Nc1cccc(Cl)c1
[27] C=CCSC1=C(C#N)C(c2ccc(OCC)cc2)CC(=O)N1 (configuration not stated)
[28] Cc1ccc(-c2nc3c(c(SCC(=O)N4CCOCC4)n2)COC(C)(C)C3)cc1
[29] N#Cc1ncc(-c2ccc3c(c2)OCCOCCOCCOCCO3)nc1C#N
[30] Cc1ccc(-c2[nH]c(-c3ccccc3)nc2SCC(=O)NCC2CCCO2)cc1 (configuration not stated)
[31] Cc1ccc(NC(=O)COC(=O)c2cc(Cl)ccc2[N+](=O)[O-])cc1
[32] CCCNC(=O)C1CCN(S(=O)(=O)c2ccc3c(c2)OCCO3)CC1
assay / entry,25,26,27,28,29,30,31,32
MEP2 TOR yeast,101,101,108,101,96,98,118,98
AGP1-GFP MLPCN,105,107,102,98,99,96,115,99
LAP4 TOR yeast,107,122,106,96,90,95,130,100
AHR act,-4,36,1,-4,-2,93*,-2,0
RPL19A-GFP yeast,96,96,98,113,106,94,97,100
procasp3 activ,12,-4,-1,-1,1,1,-3,-7
CIT2 TOR yeast,95,90,96,108,93,92,109,104
proCasp7 act,2,8,-23,6,-7,-2,-1,10

[33] COc1ccc(NC(=O)CSc2nncs2)cc1S(=O)(=O)N1CCCCC1
[34] CCn1ncc(C2=NOC(C(=O)N3CCC(C(N)=O)CC3)C2)c1C (configuration not stated)
[35] O=C(CNC(=O)c1ccco1)Nc1ccncc1
[36] CCC(Sc1ccccn1)C(=O)Nc1cccc([N+](=O)[O-])c1 (configuration not stated)
[37] COc1ccc(NC(C)=O)cc1S(=O)(=O)N1CCN(C(=O)c2ccccc2F)CC1
[38] O=C(c1ccc(Cl)c(F)c1F)N1CCCC1
[39] Cc1cc(NC(=O)Cn2nc(C(F)(F)F)c3c2CCCC3)no1
[40] C=C1CCN(C(C)C(=O)O)S(=O)(=O)c2ccccc21 (configuration not stated)
assay / entry,33,34,35,36,37,38,39,40
MEP2 TOR yeast,100,107,101,97,93,104,106,95
AGP1-GFP MLPCN,108,108,104,99,100,102,105,86
LAP4 TOR yeast,110,103,103,106,88,93,102,105
AHR act,2,1,3,0,0,0,1,10
RPL19A-GFP yeast,97,103,104,93,94,97,98,96
procasp3 activ,12,4,1,2,11,3,-6,1
CIT2 TOR yeast,100,107,97,89,93,101,114,91
proCasp7 act,3,-5,6,2,3,1,-1,4

[41] O=C(Nc1ccc(N2CCOCC2)cc1)c1cccc(S(=O)(=O)N2CCCCCC2)c1
[42] O=C(NC1CC1)c1nc2c(nnn2Cc2ccccc2Cl)c(=O)[nH]1
[43] O=C(O)C1CC(=O)N(Cc2cccnc2)C1 (configuration not stated)
[44] CC(=O)Nc1ccc(S(=O)(=O)Nc2cccc(-c3csc(C)n3)c2)cc1
[45] O=C(CN1CCC(n2nnc3cc(C(F)(F)F)ccc32)CC1)NCc1cccs1
[46] C/C(=N\NC(=S)NCCc1ccccc1)c1ccc(Cl)cc1
[47] CCc1nc(N2CCN(C(=S)NCCCOC)CC2)c2c3c(sc2n1)CCCC3
[48] Cc1nnc(NC(=O)CSc2nnc(C)n2Cc2ccccc2)s1
assay / entry,41,42,43,44,45,46,47,48
MEP2 TOR yeast,94,106,102,103,104,95,103,107
AGP1-GFP MLPCN,101,105,97,102,98,88,106,77
LAP4 TOR yeast,105,97,100,98,102,92,99,86
AHR act,8,-1,2,2,-5,24,1,3
RPL19A-GFP yeast,98,102,100,106,99,95,106,95
procasp3 activ,2,9,1,5,7,1,0,1
CIT2 TOR yeast,100,103,101,96,99,86,107,.
proCasp7 act,7,19,-3,7,10,-10,11,-18

[49] CCCSC1=N/C(=C\c2ccc3c(c2)OCO3)C(=O)S1
[50] COc1ccc(C2CC(=O)c3cc(OC)c(OC)cc32)cc1OC (configuration not stated)
[51] Cc1[nH]c2ccccc2c1C(=O)CSc1ncn[nH]1
[52] CCCCCCCCCSc1n[nH]c(N)n1
[53] CCN(CC(=O)Nc1c(F)cccc1F)C(=O)CCNS(=O)(=O)c1ccc(C)c(C)c1
[54] CC(C)CNc1nc2c(c(=O)n(C)c(=O)n2C)n1Cc1cccc(Br)c1
[55] Cc1ccc(-c2nc3ncccc3o2)cc1NC(=O)CC(C)C
[56] CCOc1ccc(NC2=C(Cl)C(=O)N(C3CCCCC3)C2=O)cc1
assay / entry,49,50,51,52,53,54,55,56
MEP2 TOR yeast,101,85,104,103,103,87,105,100
AGP1-GFP MLPCN,99,93,100,97,105,78,98,97
LAP4 TOR yeast,100,102,95,103,111,82,94,90
AHR act,3,0,16,-2,-1,3,23,0
RPL19A-GFP yeast,100,93,96,98,103,96,100,104
procasp3 activ,-18,-2,-5,0,5,0,-7,-8
CIT2 TOR yeast,106,80,98,98,95,74,99,95
proCasp7 act,-25,7,-7,5,-2,-11,-3,-10

[57] Nc1nc(CSc2ccccn2)nc(Nc2ccccc2)n1
[58] COc1cc(NC(=O)Nc2ccccc2OC)c(OC)cc1NC(=O)CN1CCCCC1
[59] Cc1ccc(SCC(=O)NC2CCCCCC2)cc1
[60] CC(C)(C)c1ccc(C(=O)OCc2c(-c3ccccc3)ncc3ccccc23)cc1
[61] CC(=O)c1cc(C)ccc1OC(=O)c1cccc2nc(C)oc12
[62] Cn1c(=O)c2ccccc2n(CC(=O)Nc2ccc3c(c2)OCCO3)c1=O
[63] Cc1ccc(-c2csc3nnc(SCC(=O)N4CCN(Cc5ccccc5)CC4)n23)cc1
[64] Cc1ccc2nc(N3CCN(C)CC3)c(C=O)c(=O)n2c1
assay / entry,57,58,59,60,61,62,63,64
MEP2 TOR yeast,98,103,90,87,101,107,106,118
AGP1-GFP MLPCN,105,103,95,85,91,104,103,112
LAP4 TOR yeast,99,98,116,88,88,109,108,107
AHR act,26,7,1,5,6,0,6,-1
RPL19A-GFP yeast,107,99,97,91,94,102,100,101
procasp3 activ,4,-6,9,-1,0,1,2,-6
CIT2 TOR yeast,99,102,98,87,92,101,92,112
proCasp7 act,-3,8,-1,1,-18,1,0,2

[65] CCOC(=O)n1c(=O)n(Cc2ccccc2Cl)c2ccccc21
[66] Nc1ccc(O)cc1C(=O)OCC(=O)c1ccc(C2CCCCC2)cc1
[67] NC1=NC[C@H](c2ccccc2)N1CCc1cccc(F)c1
[68] Cc1ccnc(NC(=O)c2ccccc2NC(=O)C(C)(C)C)c1
[69] COc1ccc(C(=O)COC(=O)c2ccccc2C(=O)N(C)c2ccccc2)c(OC)c1
[70] COC(=O)/C=C1\NC(=O)C(C)S1 (configuration not stated)
[71] CCOC(=O)c1cc(-c2ccc(F)cc2)nc2c1c(=O)[nH]c(=O)n2Cc1ccccc1
[72] CC1C(=O)Nc2ccc(S(=O)(=O)N3CCN(c4cccc(Cl)c4)CC3)cc2NC1=O (configuration not stated)
[73] O=C(CNS(=O)(=O)c1cccc(Cl)c1)Nc1ccc(-c2nc3ccccc3s2)cc1
assay / entry,65,66,67,68,69,70,71,72,73
MEP2 TOR yeast,101,101,99,98,88,99,87,100,98
AGP1-GFP MLPCN,99,99,109,99,96,97,94,107,94
LAP4 TOR yeast,99,99,98,96,93,104,99,102,97
AHR act,3,-1,0,6,-1,0,-2,-2,34
RPL19A-GFP yeast,99,96,101,96,93,96,94,99,101
procasp3 activ,0,-9,0,3,5,-5,4,-1,-3
CIT2 TOR yeast,104,98,106,89,90,103,96,101,86
proCasp7 act,2,-2,1,6,-1,9,1,9,-5
